# PAD4 FP inh: inhibitors of human PAD4. Q9UM07. recombinant PAD4, RCA probe fluorescence polarization. inhibition, % at 6.36 µM. actives 0.41% (n = 330,000);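 active = percent inhibition above a cutoff equal to the mean of all tested compounds plus 3 SD, cut at about 15% in these data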;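 note: 0% = PAD4 with RCA probe and DMSO and 100% = probe without PAD4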
# GSTO1 counter: counter-screen for RBBP9 inhibitors: inhibitors of human GSTO1. AID 1974. actives 1.1% (n = 300,000). recombinant GSTO1, activity-based probe fluorescence polarization. P78417. inhibition, % at 5.96 µM;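 active = inhibition above the campaign mean inhibition plus 3 SD, cut at about 35% in these data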;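 note: 0% = GSTO1-1 with DMSO and 100% = wells lacking GSTO1-1 enzyme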
# Target sequence (P78417 whole entry, looked up): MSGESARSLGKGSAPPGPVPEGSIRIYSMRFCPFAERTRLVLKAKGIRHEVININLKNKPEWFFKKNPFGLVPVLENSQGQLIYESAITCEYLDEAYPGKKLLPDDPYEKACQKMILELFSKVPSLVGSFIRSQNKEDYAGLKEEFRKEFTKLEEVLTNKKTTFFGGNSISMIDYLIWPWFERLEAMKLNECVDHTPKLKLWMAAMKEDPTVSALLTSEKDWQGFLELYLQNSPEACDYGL
# PAFAH2 FP inh: inhibitors of human PAFAH2. Q99487. recombinant PAFAH2, FP-rhodamine activity probe, fluorescence polarization. inhibition, % at 3.39 µM. actives 0.99% (n = 340,000);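 active = inhibition above the mean over all tested compounds plus 3 SD, cut at about 30% in these data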;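 note: inhibitors block probe labeling of enzyme so polarization drops; 0% = enzyme with DMSO and 100% = wells lacking PAFAH2 protein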
# LYPLA1 counter: blocks human lysophospholipase 1, a PME1 counter-screen; recombinant LYPLA1, FP-Rh probe fluorescence polarization; AID 2174; O75608; inhibition, % at 5.9 µM; actives 0.16% (n = 320,000);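 active = inhibition above the mean of all tested compounds plus 3 SD, set per campaign, cut at about 14% in these data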;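 note: inhibitors block serine hydrolase probe labeling of LYPLA1 so polarization falls; 0% = enzyme with DMSO and 100% = wells lacking LYPLA1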
# PAFAH1B2 FP inh: inhibitors of human PAFAH1B2; P68402; recombinant PAFAH1B2, FP-rhodamine activity probe, fluorescence polarization; inhibition, % at 3.39 µM; actives 1.2% (n = 340,000); AID 492953;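 active = inhibition above the mean of all tested compounds plus 3 SD, cut at about 24% in these data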;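 note: 0% = enzyme with DMSO and 100% = wells lacking PAFAH1B2; many of its hits are not listed in these tables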
# Target sequence (P68402 whole entry, looked up): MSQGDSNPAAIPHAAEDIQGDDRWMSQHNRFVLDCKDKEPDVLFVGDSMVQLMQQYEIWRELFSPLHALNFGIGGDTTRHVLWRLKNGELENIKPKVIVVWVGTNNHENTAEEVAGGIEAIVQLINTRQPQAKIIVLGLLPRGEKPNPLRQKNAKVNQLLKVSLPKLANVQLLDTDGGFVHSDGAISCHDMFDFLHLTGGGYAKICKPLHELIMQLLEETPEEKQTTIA
# PME-1 inh: blocks human protein phosphatase methylesterase 1 | actives 0.53% (n = 320,000) | inhibition, % at 5.9 µM | Q9Y570 | recombinant PME-1, FP-Rh probe fluorescence polarization;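 active = inhibition above the campaign mean of all compounds plus 3 SD, cut at about 26% in these data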;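 note: competitive labeling of PME-1 active site by serine hydrolase directed probe; 0% = PME-1 with DMSO and 100% = wells lacking PME-1 enzyme; inhibitors block probe labeling so polarization falls and inhibition rises; many of its hits are not listed in these tables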
# pPAFAH FP inh: inhibitors of human plasma PAF acetylhydrolase (pPAFAH). actives 1.5% (n = 330,000). recombinant pPAFAH, FP-rhodamine probe fluorescence polarization. AID 463082. inhibition, % at 3.39 µM. Q13093;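 active = inhibition above the mean inhibition across the screen plus 3 SD, cut at about 25% in these data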;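 note: inhibitors block binding of the rhodamine activity-based probe so polarization drops; 0% = enzyme with DMSO and 100% = wells lacking pPAFAH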
# Target sequence (Q13093 whole entry, looked up): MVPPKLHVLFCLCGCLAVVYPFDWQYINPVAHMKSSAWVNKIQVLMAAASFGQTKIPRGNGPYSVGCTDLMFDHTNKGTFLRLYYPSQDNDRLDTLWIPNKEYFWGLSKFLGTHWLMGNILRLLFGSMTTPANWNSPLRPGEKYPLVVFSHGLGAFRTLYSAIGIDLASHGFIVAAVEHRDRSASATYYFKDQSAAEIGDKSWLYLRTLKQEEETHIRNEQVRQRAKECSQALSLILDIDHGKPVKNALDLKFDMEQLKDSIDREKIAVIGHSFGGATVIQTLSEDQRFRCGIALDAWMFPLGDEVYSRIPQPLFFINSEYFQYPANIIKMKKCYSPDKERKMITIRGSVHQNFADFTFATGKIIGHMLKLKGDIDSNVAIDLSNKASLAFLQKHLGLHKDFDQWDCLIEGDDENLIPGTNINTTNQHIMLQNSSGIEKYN
# PAFAH1B3 inh: blocks human PAF acetylhydrolase 1B catalytic subunit 3. Q15102. actives 0.28% (n = 340,000). inhibition, % at 3.39 µM. recombinant PAFAH1B3, FP-rhodamine probe, fluorescence polarization;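 active = inhibition above the screen-wide average of all tested compounds plus 3 SD, cut at about 25% in these data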;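 note: 0% = enzyme with DMSO only and 100% = wells lacking PAFAH1B3 protein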
# Fam108B counter: Fam108B inhibition, counter-screen for RBBP9 inhibitors. recombinant Fam108B, FP-Rh probe fluorescence polarization. inhibition, % at 9.51 µM. actives 0.33% (n = 300,000). AID 1947;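 active = inhibition above the screen mean inhibition plus 3 SD, computed separately per campaign, cut at about 18% in these data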;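 note: inhibitors lower polarization as less probe binds the enzyme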
# * hit, by the source's call; x = no result given. Not all compounds are listed (hit frequency here may not be typical).
SMILES,PAD4 FP inh,GSTO1 counter,PAFAH2 FP inh,LYPLA1 counter,PAFAH1B2 FP inh,PME-1 inh,pPAFAH FP inh,PAFAH1B3 inh,Fam108B counter
Cc1cccc(C)c1Nc1nnc(SCC(=O)NC2CCS(=O)(=O)C2)s1 (centres undefined),-1,-3,-6,-2,9,-5,6,5,-2
CC1OC(OC2C(CO)OC(OC3C(CO)OC(O)C(O)C3O)C(O)C2O)C(O)C(O)C1N[C@@H]1C=C(CO)[C@@H](O)C(O)[C@H]1O (some centres undefined),3,1,-2,0,-1,-8,1,3,-3
Cc1cc(C)c(S(=O)(=O)N2CCOC2CNC(=O)C(=O)NCCCn2ccnc2)c(C)c1 (centres undefined),-8,6,1,2,-2,-6,6,-5,8
CC1(C)C=Cc2c(ccc3c2OC[C@H](c2ccc(O)cc2O)C3)O1,-3,x,15,-11,6,-1,-4,13,x
Cc1sc(-n2c(C)cc(C=O)c2C)c(C(=O)O)c1C,4,1,2,-3,1,-6,-5,10,-1
CCCN(CCC)C(=O)Cn1c(=O)n(CCCC(=O)NCc2ccco2)c(=O)c2sccc21,2,3,-3,2,8,1,2,4,1
Cn1c(=O)n(C)c2cc(NC(=O)c3ccc(F)cc3)ccc21,2,5,-4,-2,10,-3,3,5,0
CCn1c(COc2ccc(C)cc2)nnc1SCc1nc2ccccc2[nH]1,-2,20,-5,-1,3,-5,0,-1,-1
O=c1c2ccccc2nc2c3ccccc3c(NCCO)nn12,1,-3,8,-2,3,2,1,10,5
COc1ccc(CN2CCN(c3cccc(C)c3C)CC2)cc1OC,-7,-1,-7,0,3,0,5,-2,-3
CC(=O)N1CCc2cc(S(=O)(=O)N3CCc4ccccc43)ccc21,-1,5,5,3,9,15,3,7,3
CCn1c(=O)c(=O)[nH]c2cc(C(=O)N3CCN(Cc4ccc5c(c4)OCO5)CC3)ccc21,-5,0,-6,1,6,-5,0,1,2
COc1ccc(C(=O)Nc2cc(C(=O)O)cc(C(=O)O)c2)cc1Cl,3,-4,5,-1,5,2,0,8,-2
CSc1ccc(CN(C)CC(=O)NCc2ccccc2)cc1,-2,6,2,-2,-4,2,2,-4,-6
COc1ccc(N(CC(=O)NC(C)(C)C)C(=O)CCC(=O)Nc2nccs2)cc1,-1,2,5,1,3,3,0,0,0
O=C(NC(NC(=S)Nc1ccccc1C(=O)O)C(Cl)(Cl)Cl)c1ccccc1 (centres undefined),0,-45,6,-5,-5,-4,1,-5,-1
COCc1cc(C)nc(OC)c1C(N)=O,2,7,-9,2,-4,0,4,9,1
N#Cc1cccc(CN2CCC(=O)N([C@H](CO)c3ccccc3)CC2)c1,-3,-1,8,-1,5,5,3,-2,1
N#Cc1nc(COc2ccc(F)cc2)oc1N1CCC(Cc2ccccc2)CC1,0,-4,-2,-2,5,0,3,2,-3
c1ccc(CNc2ncnc3scc(-c4cccs4)c23)nc1,-4,5,-4,3,1,-4,4,7,4
COc1ccc(CN2C(=O)CSC2c2ccncc2)cc1 (centres undefined),0,0,-3,1,3,1,1,4,-1
O=C(N/N=C/c1cn(-c2ccccc2)nc1-c1cc2ccccc2o1)c1ccncc1,-4,-12,-109,-103,14,-115,-44,1,-122
CCn1cc(C(=O)N[C@@H](C)C(=O)NCCCN2CCOCC2)c(=O)c2cc3c(cc21)OCO3,-4,4,-2,1,-2,-5,7,8,5
Cc1ccc(S(=O)(=O)CCC(=O)NCc2ccccc2F)cc1,-1,-4,-1,0,0,6,7,2,2
Cc1ccc2c(c1)C(=O)CCN2,-1,7,-2,0,3,-3,5,2,3
# Next section
SMILES,PAD4 FP inh,GSTO1 counter,PAFAH2 FP inh,LYPLA1 counter,PAFAH1B2 FP inh,PME-1 inh,pPAFAH FP inh,PAFAH1B3 inh,Fam108B counter
COc1ccccc1CNC(=O)COc1ccc(C)nc1[N+](=O)[O-],5,3,5,0,6,1,0,1,0
CC(C)CCNC(=O)Cn1c2c(c(-c3ccccc3Cl)cc1=O)CCC2,-1,2,2,-3,3,2,5,-4,4
CCOc1ccc(-c2cc(C(=O)N/N=C/c3cccnc3)c3ccccc3n2)cc1,-5,-4,-27,-15,3,-4,-1,0,-10
Cc1cc2ncn(C(=O)c3cc(-c4ccccc4)nc4ccccc34)c2cc1C,1,0,-5,0,7,1,7,0,-1
COc1ccccc1CNC(=O)CSc1ccccc1,2,1,1,-1,9,-12,-4,5,-1
Cc1ccc(NC(=O)C(NC2CCCC2)c2ccccc2)cc1Cl (centres undefined),2,5,1,-3,10,-3,0,-3,2
CCc1ccc(CN(C(=O)c2cccs2)C2CCS(=O)(=O)C2)cc1 (centres undefined),0,-6,-2,-1,4,2,-7,0,-2
COCCN(C(=O)CSc1nc2ccc(C)cc2[nH]1)c1c(N)n(Cc2ccccc2)c(=O)[nH]c1=O,3,-6,8,1,3,-2,6,8,1
COc1ccc(-c2noc(COc3ccc4ccccc4c3Br)n2)cc1OC,2,4,-3,-4,10,1,4,12,0
Cc1ccc(C(=O)N(C)CC(=O)Nc2cccc(F)c2)cc1S(=O)(=O)N1CCCCC1,-5,1,2,1,3,3,7,0,0
Fc1ccc(Nc2ncnc3ccccc23)cc1,-5,-3,0,3,6,7,5,11,-1
COc1ccc(/C=N/OCC(=O)N=Nc2c(O)[nH]c3ccc(Br)cc23)cc1OC,-7,20,6,-1,0,-1,16,6,-3
O=S(=O)(NCCCN1CCOCC1)c1ccc(Cl)cc1,-1,2,14,-2,9,-13,-1,6,-2
CCOC(=O)c1sc(NC(=O)C(CC)Sc2nc3ccccc3[nH]2)nc1C (centres undefined),0,3,-19,-7,-1,-13,5,1,-5
Cc1ccc(CN2CCNC(=O)C2CC(=O)NCc2csc(C(C)C)n2)cc1 (centres undefined),-9,7,-4,-2,1,-3,-9,1,3
COc1cccc(NC(=O)CSc2nnc(-c3ccoc3C)n2CC2CCCO2)c1 (centres undefined),2,1,2,-5,3,-1,0,12,1
Cc1ccc(S(=O)(=O)NCCC(=O)NCCN2CCCCCC2)cc1,3,2,7,-5,-2,-2,4,2,3
Cc1ccc(-c2nn(-c3ccccc3)cc2CN(Cc2ccccc2)C(=O)c2ccco2)o1,-1,-8,-7,-5,-6,-16,9,-4,-4
CCn1nnnc1SCC(=O)Nc1ccc(OCc2ccccc2)cc1,8,5,-8,1,-2,-6,1,-6,1
CCOc1ccc(S(=O)(=O)Nc2cnc3ccccc3c2)cc1,-5,2,2,-4,7,6,4,9,2
CN(C)c1nc(SCc2ccc(Cl)cc2)nc2c1CCCC2,-4,7,2,-1,4,1,1,-1,-1
C(=N\N1CCN(C2c3ccccc3-c3ccccc32)CC1)/c1cccnc1,-5,3,5,3,6,-1,-1,2,4
O=C(NC(Cc1ccccc1)C(=O)NCCc1ccccn1)c1cccs1 (centres undefined),0,3,1,-4,5,5,2,14,-2
Nc1ccc(S(=O)(=O)C(F)(F)F)cc1N,-3,0,-6,-3,3,1,13,0,-7
Cc1cn(-c2ccc(Br)cc2)[nH]c1=O,-1,4,0,0,-1,3,3,2,-1

# An excerpt from above, limited to PAD4 FP inh, PAFAH1B3 inh and PAFAH1B2 FP inh:
mol | PAD4 FP inh | PAFAH1B3 inh | PAFAH1B2 FP inh
COc1ccc(-c2noc(COc3ccc4ccccc4c3Br)n2)cc1OC | 2 | 12 | 10
Cc1ccc(C(=O)N(C)CC(=O)Nc2cccc(F)c2)cc1S(=O)(=O)N1CCCCC1 | -5 | 0 | 3
Fc1ccc(Nc2ncnc3ccccc23)cc1 | -5 | 11 | 6
COc1ccc(/C=N/OCC(=O)N=Nc2c(O)[nH]c3ccc(Br)cc23)cc1OC | -7 | 6 | 0
O=S(=O)(NCCCN1CCOCC1)c1ccc(Cl)cc1 | -1 | 6 | 9

# More compounds follow.
SMILES,PAD4 FP inh,GSTO1 counter,PAFAH2 FP inh,LYPLA1 counter,PAFAH1B2 FP inh,PME-1 inh,pPAFAH FP inh,PAFAH1B3 inh,Fam108B counter
COC(=O)[C@@]12CCCN1[C@H](c1ccc(-c3ccccc3)cc1)[C@@H]1C(=O)N(C)C(=O)[C@@H]12,-2,7,0,-1,2,0,9,6,1
COc1ccc(OC)c2sc(N(CCN(C)C)C(=O)/C=C/c3cccs3)nc12,0,0,13,-5,6,12,-2,11,-2
CN1CCc2nc(SCC(=O)Nc3ccc(OC(F)(F)F)cc3)c(C#N)c(-c3cccs3)c2C1,-4,-7,-1,-9,4,1,10,8,3
Cc1cccc(NC(=O)CSCC(=O)Nc2ccc(S(=O)(=O)N3CCOCC3)cc2)c1,-1,6,-5,0,5,1,6,10,2
COc1ccc(NC(=O)COC(=O)C2=COCCO2)cc1OC,1,-4,8,3,2,2,3,-2,-1
COc1cc(C)nc(Oc2ccc(OCc3ccccc3)nn2)n1,-7,-2,3,3,2,0,5,1,-3
Cc1ccc(C(=O)CCNc2ccccc2)o1,6,-2,-6,-3,4,2,1,6,2
Cc1ccsc1/C=N/NC(=S)NCc1ccccc1,2,-17,4,-2,2,5,4,0,-3
COC1OC(COC(=O)CNC(=O)OC(C)(C)C)C(O)C(O)C1O (centres undefined),0,4,-6,0,4,-1,-2,-2,0
COc1cc(/C=C/C(=O)c2ccc(C)c([N+](=O)[O-])c2)cc(OC)c1O,5,1,-2,6,7,5,8,8,4
Cc1ccc2nc(/C(C#N)=C/c3cn[nH]c3-c3ccc(F)cc3)[nH]c2c1,-8,-31,-23,-22,9,-23,8,-1,-1
CCOC(=O)C1CCN(C(=O)C2c3ccccc3C(=O)N(C)C2c2ccc(OC)cc2)CC1 (centres undefined),2,10,5,-1,-5,-6,1,1,4
CCCN1Cc2cccc(C(=O)N3CCN(c4cc(Cl)ccc4C)CC3)c2C1=O,0,0,-9,2,2,5,8,-4,1
CN(CC1CCCO1)S(=O)(=O)c1ccc(C(=O)Nc2nc(-c3ccccn3)cs2)cc1 (centres undefined),-4,9,-2,-8,3,-6,6,3,-1

# 6 compounds from above, sorted by length of the SMILES, descending.
SMILES,PAD4 FP inh,GSTO1 counter,PAFAH2 FP inh,LYPLA1 counter,PAFAH1B2 FP inh,PME-1 inh,pPAFAH FP inh,PAFAH1B3 inh,Fam108B counter
COC(=O)[C@@]12CCCN1[C@H](c1ccc(-c3ccccc3)cc1)[C@@H]1C(=O)N(C)C(=O)[C@@H]12,-2,7,0,-1,2,0,9,6,1
CCOC(=O)C1CCN(C(=O)C2c3ccccc3C(=O)N(C)C2c2ccc(OC)cc2)CC1 (centres undefined),2,10,5,-1,-5,-6,1,1,4
Cc1ccc2nc(/C(C#N)=C/c3cn[nH]c3-c3ccc(F)cc3)[nH]c2c1,-8,-31,-23,-22,9,-23,8,-1,-1
COc1ccc(OC)c2sc(N(CCN(C)C)C(=O)/C=C/c3cccs3)nc12,0,0,13,-5,6,12,-2,11,-2
COC1OC(COC(=O)CNC(=O)OC(C)(C)C)C(O)C(O)C1O (centres undefined),0,4,-6,0,4,-1,-2,-2,0
COc1ccc(NC(=O)COC(=O)C2=COCCO2)cc1OC,1,-4,8,3,2,2,3,-2,-1
